Screens deposited in PubChem by National Center for Advancing Translational Sciences (NCATS).
Nrf2 ARE act: qHTS of Nrf2 Activators; 410,000 compounds, 0.31% hits; Potency, µM (series often up to 46.1 µM), without a hit: at the highest dose activation, actives largely listed as activators; AREc32 ARE-luciferase reporter (MCF7-derived line), luminescence, 24 h; further: % of control where 0% means no effect; nearly all actives have a fitted effect of over 65% in size
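AREc32_Fluc, 1000 cells/well, OPTI-MEM + 5% FBS, o/n 37 deg C 5% CO2; 23 nL cpd by pin tool, 24 hr; Steady-Glo 30 min RT, luminescence.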
S2 tox: Viability Counterscreen for Primary qHTS for Inhibitors of ATXN expression | S2 cells (HEK-293 line with an ATXN2-luciferase reporter) viability, CellTiter-Fluor protease fluorescence, 24 h | 400,000 compounds, 0.49% hits | Potency, µM (titrated, usually from 56.7 µM), usual class: cytotoxic; further: nearly all actives have a fitted effect of over 40% in size
Nrf2 block: Nrf2 qHTS screen for inhibitors; 360,000 compounds, 2.1% hits; Potency, µM (top dose mostly 46 µM), for the others: at the highest dose activity change, negative = inhibition, most hits filed as inhibitors; A549 ARE-Fluc reporter, luciferase luminescence, 18-24 h; further: on the % scale 0 is the no-effect control and ±100 the full control effect; nearly all actives have a fitted effect of over 60% in size
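Cells were seeded and rested 2 h, then exposed to compounds for 18-24 h. CellTiter-Fluor was read first as a viability measure. BugLite was added 15 min before the final luminescent read of ARE-luciferase activity in A549 cells.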
EPAC2 antag: qHTS for Antagonist of cAMP-regulated guanine nucleotide exchange factor 2 (EPAC2): primary screen; EPAC2 GEF exchange of Rap1B-BODIPY-GDP, fluorescence; Rap guanine nucleotide exchange factor 4 (Homo sapiens), Q8WZA2; 360,000 compounds, 0.18% hits; Potency, µM (titrated, usually from 114 µM), without a hit: top-dose activity, negative = inhibition, actives largely listed as inhibitors; further: on the % scale 0 is the no-effect control and ±100 the full control effect; nearly all actives have a fitted effect of over 45% in size; many of its hits are not listed in these tables
Target sequence (Q8WZA2 whole entry, looked up): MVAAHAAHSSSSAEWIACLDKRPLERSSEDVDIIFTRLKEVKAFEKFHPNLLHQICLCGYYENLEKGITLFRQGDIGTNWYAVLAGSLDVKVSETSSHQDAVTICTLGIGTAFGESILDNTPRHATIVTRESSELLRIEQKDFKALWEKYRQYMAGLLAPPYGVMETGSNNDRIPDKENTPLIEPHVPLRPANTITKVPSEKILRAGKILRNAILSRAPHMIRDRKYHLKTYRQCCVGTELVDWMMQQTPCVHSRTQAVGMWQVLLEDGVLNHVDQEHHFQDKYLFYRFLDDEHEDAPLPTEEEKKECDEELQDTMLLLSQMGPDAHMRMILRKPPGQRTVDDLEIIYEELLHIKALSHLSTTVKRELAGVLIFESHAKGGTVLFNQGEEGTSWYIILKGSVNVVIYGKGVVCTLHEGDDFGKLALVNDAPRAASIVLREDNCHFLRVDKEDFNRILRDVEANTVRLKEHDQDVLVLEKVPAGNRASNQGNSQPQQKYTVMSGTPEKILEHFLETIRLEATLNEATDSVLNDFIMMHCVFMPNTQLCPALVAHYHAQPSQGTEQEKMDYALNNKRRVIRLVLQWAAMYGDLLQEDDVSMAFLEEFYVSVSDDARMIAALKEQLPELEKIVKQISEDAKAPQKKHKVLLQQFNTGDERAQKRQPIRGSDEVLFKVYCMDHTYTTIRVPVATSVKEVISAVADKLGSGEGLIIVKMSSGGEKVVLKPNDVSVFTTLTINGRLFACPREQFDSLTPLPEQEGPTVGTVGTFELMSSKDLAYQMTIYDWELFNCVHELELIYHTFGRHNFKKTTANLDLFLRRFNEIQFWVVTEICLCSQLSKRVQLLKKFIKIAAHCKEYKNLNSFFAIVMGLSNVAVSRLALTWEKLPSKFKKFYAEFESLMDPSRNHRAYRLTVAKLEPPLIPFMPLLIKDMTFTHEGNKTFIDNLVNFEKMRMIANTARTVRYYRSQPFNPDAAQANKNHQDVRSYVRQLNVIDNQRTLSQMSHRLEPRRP
HepG2 tox: qHTS for Inhibitors of TGF-b: Cytotox Counterscreen. HepG2 CAGA-GFP viability, ATP luminescence, 18 h. Potency, µM (titrated, usually from 46.1 µM), without a hit: at the top dose activity change, negative = cytotoxicity, most hits filed as cytotoxic. 410,000 compounds, 0.76% hits. AID 588856, 2011; further: some results filed as inactive show a strong effect at the top dose
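CellTiter-Glo luminescence gave cytotoxicity after 18 hours at 37 degrees C. The cells were HepG2 CAGA-GFP in 1% FBS DMEM, stimulated with 500 pg/mL TGF-beta after compound addition. %Activity was normalised to no-cell wells (complete cell-killing) and DMSO (no toxicity), and curves were fitted and classified.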
MCF10A rerep: A quantitative high throughput screen for small molecules that induce DNA re-replication in MCF 10a normal breast cells; Potency, µM (doses to about 46.1 µM), inactives show at the highest dose activity, positive = re-replication, hits mostly activators; 350,000 compounds, 2.9% hits; MCF 10A DNA re-replication, Hoechst nuclear intensity, 48 h; further: % of control where 0% means no effect; nearly all actives have a fitted effect of over 50% in size
TGFb SMAD3 inh: qHTS for Inhibitors of TGF-b. HepG2 CAGA-GFP TGF-b/SMAD3 reporter, GFP fluorescence, 18 h; TGF-beta stimulated, 500 pg/mL final. Potency, µM (series often up to 46.1 µM), for inactives: at the top dose activity, negative = inhibition, most hits filed as inhibitors. 410,000 compounds, 1.2% hits. AID 588855, 2011; further: on the % scale 0 is the no-effect control and ±100 the full control effect; nearly all actives have a fitted effect of over 65% in size
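Cell-based qHTS in HEPG2 carrying a CAGA-GFP Smad reporter; compounds added before 500 pg/mL final TGF-beta, 18 h incubation at 37 degrees C, GFP fluorescence quantified per cell by imaging cytometry.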
ATXN2 expr inh: Primary qHTS for Inhibitors of ATXN expression; HEK-293 ATXN2-luciferase reporter, luminescence, 24 h; 360,000 compounds, 0.72% hits; Potency, µM (series often up to 57 µM), without a hit: top-dose activity change, negative = inhibition, most hits filed as inhibitors; AID 1745845, 2022; further: on the % scale 0 is the no-effect control and ±100 the full control effect; nearly all actives have a fitted effect of over 55% in size
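ATXN2-luciferase reporter cells (luciferase flanked by upstream and downstream ATXN2 gene portions) were treated 24 h at 37 °C with compounds at up to 57 uM. SteadyGlo luminescence gave expression; GF-AFC fluorescence gave viability.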
A549 tox: Nrf2 qHTS screen for inhibitors: counterscreen for cytotoxicity; A549 ARE-Fluc cells, CellTiter-Fluor viability, 18-24 h; Potency, µM (doses to about 46 µM), without a hit: at the highest dose activity change, negative = cytotoxicity, usual class: inhibitors; 390,000 compounds, 0.16% hits; further: on the % scale 0 is the no-effect control and ±100 the full control effect
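A549 ARE_Fluc cells in 5% FBS OPTI-MEM were exposed to compounds in concentration-response for 18-24 h at 37 deg C. Viability was read by CellTiter-Fluor fluorescence (Ex 405/Em 525) after 30 min, before the luciferase read.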
The depositor's hits bear a star; [ ] = dose if it differs, or a comment. The call rests on the fitted dose curve; in most records, active means well fitted curve in the direction sought with a large enough effect; inconclusive means small, poorly fitted or top-dose-only effect, or another doubt; inactive means no such curve, though single readings can be large; an effect the other way counts as inactive or inconclusive. Potency means the concentration at half of the fitted maximal effect. These rows are one share of the data; count on the stated rates, not on these rows.

`CCCc1cc(C(=O)N2CCCC(Cc3ccccc3C)(C(=O)OCC)C2)no1` (centres undefined) gave Nrf2 ARE act -0.4%, S2 tox inactive, Nrf2 block inconclusive, EPAC2 antag -21%, HepG2 tox -3%, MCF10A rerep 9%, TGFb SMAD3 inh 8%, ATXN2 expr inh 1% and A549 tox -6%.
`Cc1ccc(Nc2ccc(C(=O)NCCc3ccccc3)cn2)cc1` gave Nrf2 ARE act 2.5%, S2 tox inactive, Nrf2 block 6%, EPAC2 antag 6%, HepG2 tox -22%, MCF10A rerep 8%, TGFb SMAD3 inh -3%, ATXN2 expr inh 25% and A549 tox -1%.
For Cc1ccc(Cn2ncn(-c3ccccc3)c2=O)cc1 the results were Nrf2 ARE act 2.2%, Nrf2 block inconclusive, EPAC2 antag -3%, HepG2 tox 4%, MCF10A rerep 0%, TGFb SMAD3 inh 3%, ATXN2 expr inh 0% and A549 tox 2%.
`Cc1ccc(NS(=O)(=O)c2cccc(C(=O)NCC(c3cccs3)N(C)C)c2)cc1` (centres undefined) gave Nrf2 ARE act 1.0%, S2 tox inconclusive, Nrf2 block -8%, EPAC2 antag -12%, HepG2 tox -42%, MCF10A rerep 19%, TGFb SMAD3 inh -22%, ATXN2 expr inh -20% and A549 tox -1%.
COc1cccc(C2CC(=O)C3=C(C2)Nc2ccccc2N(C(=O)CCC(=O)O)C3c2ccc(F)cc2)c1 (centres undefined) was read as Nrf2 ARE act 0.5%, S2 tox inactive, Nrf2 block 1%, EPAC2 antag 11%, HepG2 tox 4%, MCF10A rerep -4%, TGFb SMAD3 inh -2%, ATXN2 expr inh 5% and A549 tox 1%.
`Cn1nc(NC(=O)C(C)(C)C)c2c(F)cccc21` gave Nrf2 ARE act -0.5%, S2 tox inactive, Nrf2 block 5%, EPAC2 antag -5%, HepG2 tox 14%, MCF10A rerep 1%, TGFb SMAD3 inh 18%, ATXN2 expr inh 2% and A549 tox 7%.
For COC(=O)C1Cc2ccccc2CN1S(=O)(=O)c1ccc(F)cc1 (centres undefined) the results were Nrf2 ARE act -0.6%, S2 tox inactive, Nrf2 block -7%, EPAC2 antag 2%, HepG2 tox 1%, MCF10A rerep 1%, TGFb SMAD3 inh 0%, ATXN2 expr inh 9% and A549 tox 0%.
Cn1c(-c2sc(=S)n(-c3ccccc3)c2N)nc2ccccc21 was read as Nrf2 ARE act 0.8%, S2 tox inactive, EPAC2 antag -1%, HepG2 tox 7%, MCF10A rerep -1%, TGFb SMAD3 inh 34%[activator], ATXN2 expr inh -12% and A549 tox 0%.
For O=C(/C=C/c1ccccc1)NC(=S)Nc1ncccn1 the results were Nrf2 ARE act 12%, S2 tox inactive, Nrf2 block -14%, EPAC2 antag 4%, HepG2 tox -3%, MCF10A rerep -8%, TGFb SMAD3 inh 3% and A549 tox 0%.
CCC(C)C(NS(=O)(=O)c1ccc(C)cc1)C(=O)O (centres undefined) was read as Nrf2 ARE act 1.2%, S2 tox inactive, Nrf2 block -5%, EPAC2 antag -7%, HepG2 tox -5%, MCF10A rerep 0%, TGFb SMAD3 inh -10%, ATXN2 expr inh 3% and A549 tox 0%.
Screening CN(C(=O)CSc1nnc(-c2ccc3c(c2)OCO3)o1)C1CCS(=O)(=O)C1 (centres undefined) returned Nrf2 ARE act -0.2%, S2 tox inactive, Nrf2 block 13%, EPAC2 antag 1%, HepG2 tox -7%, MCF10A rerep -9%, TGFb SMAD3 inh -14%, ATXN2 expr inh -6% and A549 tox 6%.
For CC1Cc2cc(S(=O)(=O)N3CCN(c4cccc(Cl)c4)CC3)ccc2N1C(=O)C1CC1 (centres undefined) the results were Nrf2 ARE act -0.8%, S2 tox inactive, Nrf2 block inconclusive, EPAC2 antag 4%, HepG2 tox -7%, MCF10A rerep inconclusive, TGFb SMAD3 inh -1%, ATXN2 expr inh -3% and A549 tox 2%.
For COc1ccccc1C(=O)Nc1c(C(=O)N2CCN(C)CC2)oc2ccccc12 the results were Nrf2 ARE act 0.4%, S2 tox inconclusive, Nrf2 block 0%, EPAC2 antag 3%, HepG2 tox -41%, MCF10A rerep -1%, TGFb SMAD3 inh 2% and A549 tox 1%.
For COc1ccc(CCNC(=O)C2CCC(=O)N2S(=O)(=O)c2ccc(C)cc2)cc1 (centres undefined) the results were Nrf2 ARE act -0.5%, S2 tox inactive, Nrf2 block 1%, EPAC2 antag -3%, HepG2 tox -17%, MCF10A rerep 12%, TGFb SMAD3 inh -6%, ATXN2 expr inh 22% and A549 tox -6%.
Screening CCOc1ccc(NC(=O)CSc2nnc(-c3ccco3)n2N)cc1 returned Nrf2 ARE act 0.4%, S2 tox inactive, Nrf2 block 2%, EPAC2 antag -4%, HepG2 tox 3%, MCF10A rerep -2%, TGFb SMAD3 inh 10%, ATXN2 expr inh 9% and A549 tox -11%.

Already shown: an excerpt of the list.
`Cc1ccc(Nc2ccc(C(=O)NCCc3ccccc3)cn2)cc1` gave Nrf2 ARE act 2.5%, S2 tox inactive, Nrf2 block 6%, EPAC2 antag 6%, HepG2 tox -22%, MCF10A rerep 8%, TGFb SMAD3 inh -3%, ATXN2 expr inh 25% and A549 tox -1%.
For Cc1ccc(Cn2ncn(-c3ccccc3)c2=O)cc1 the results were Nrf2 ARE act 2.2%, Nrf2 block inconclusive, EPAC2 antag -3%, HepG2 tox 4%, MCF10A rerep 0%, TGFb SMAD3 inh 3%, ATXN2 expr inh 0% and A549 tox 2%.
`Cc1ccc(NS(=O)(=O)c2cccc(C(=O)NCC(c3cccs3)N(C)C)c2)cc1` (centres undefined) gave Nrf2 ARE act 1.0%, S2 tox inconclusive, Nrf2 block -8%, EPAC2 antag -12%, HepG2 tox -42%, MCF10A rerep 19%, TGFb SMAD3 inh -22%, ATXN2 expr inh -20% and A549 tox -1%.
COc1cccc(C2CC(=O)C3=C(C2)Nc2ccccc2N(C(=O)CCC(=O)O)C3c2ccc(F)cc2)c1 (centres undefined) was read as Nrf2 ARE act 0.5%, S2 tox inactive, Nrf2 block 1%, EPAC2 antag 11%, HepG2 tox 4%, MCF10A rerep -4%, TGFb SMAD3 inh -2%, ATXN2 expr inh 5% and A549 tox 1%.

New compounds follow
Screening Cc1cc(C)c2c(-n3cccc3)c(NC(=O)OC(C)C)sc2n1 returned Nrf2 ARE act 5.0%, S2 tox inactive, EPAC2 antag -6%, HepG2 tox 26%, MCF10A rerep 21%, TGFb SMAD3 inh -3%, ATXN2 expr inh -11% and A549 tox 11%.
O=[N+]([O-])c1cccnc1NCc1cccs1 was read as Nrf2 ARE act 0.8%, S2 tox inactive, Nrf2 block -13%, EPAC2 antag 12%, HepG2 tox -3%, MCF10A rerep -3%, TGFb SMAD3 inh 2%, ATXN2 expr inh 5% and A549 tox -7%.
CC(C)(C)n1nc2c(c1NC(=O)c1ccc(Br)cc1)CS(=O)C2 (centres undefined) was read as Nrf2 ARE act -0.8%, S2 tox inactive, Nrf2 block 4%, EPAC2 antag -4%, HepG2 tox -1%, MCF10A rerep 6%, TGFb SMAD3 inh 0%, ATXN2 expr inh -2% and A549 tox -6%.
Screening COC(=O)c1sccc1NC(=O)c1cc(-c2cc(C)ccc2C)nc2ccccc12 returned Nrf2 ARE act 0.0%, S2 tox inactive, Nrf2 block -8%, EPAC2 antag 2%, HepG2 tox -5%, MCF10A rerep inconclusive, TGFb SMAD3 inh -26%, ATXN2 expr inh -32% and A549 tox 3%.
CCCCNC(=O)C(CC)(ONc1ccccc1C(F)(F)F)c1ccccc1OC (centres undefined) was read as Nrf2 ARE act 3.4%, S2 tox inactive, Nrf2 block 3%, EPAC2 antag -11%, HepG2 tox -4%, MCF10A rerep 1%, TGFb SMAD3 inh 15%, ATXN2 expr inh -11% and A549 tox 1%.
COc1cc(/C=C2/C(=O)NN(c3ccc(Cl)cc3)C2=O)cc(OC)c1O was read as Nrf2 ARE act 0.1%, S2 tox inactive, Nrf2 block -13%, EPAC2 antag -4%, HepG2 tox -14%, MCF10A rerep -10%, TGFb SMAD3 inh -2% and A549 tox 2%.
CC(C)CCCN1C(N(C)C)=NC[C@@H]1Cc1ccccc1 was read as Nrf2 ARE act 1.7%, S2 tox inactive, Nrf2 block -4%, EPAC2 antag 6%, HepG2 tox 3%, MCF10A rerep 4%, TGFb SMAD3 inh 8%, ATXN2 expr inh -21% and A549 tox -3%.
For CC(=O)c1cccc(CN2CCC(CO)(CCCc3ccccc3)CC2)c1 the results were Nrf2 ARE act -0.2%, S2 tox inactive, Nrf2 block 9%, EPAC2 antag -5%, HepG2 tox 0%, MCF10A rerep 12%, TGFb SMAD3 inh 30%[activator] and A549 tox -1%.
Cc1ccc2nc(-c3ccc(Cl)s3)c(Nc3ccc4c(c3)OCCO4)n2c1 was read as Nrf2 ARE act 3.2%, S2 tox inactive, Nrf2 block 5%, HepG2 tox 1%, TGFb SMAD3 inh 0%, ATXN2 expr inh 40%[activator] and A549 tox 0%.
CCc1cccc(NC(=O)Cn2c(-c3ccccc3)cc(C(C)=O)c2C)c1 was read as Nrf2 ARE act 0.3%, S2 tox inactive, Nrf2 block -14%, EPAC2 antag 0%, HepG2 tox -16%, MCF10A rerep inconclusive, TGFb SMAD3 inh inconclusive, ATXN2 expr inh -21% and A549 tox 6%.
CC1CCCC(C)N1C(=S)NCc1ccco1 (centres undefined) was read as Nrf2 ARE act 1.3%, S2 tox inactive, Nrf2 block -4%, EPAC2 antag 10%, HepG2 tox 4%, MCF10A rerep inconclusive, TGFb SMAD3 inh 20%, ATXN2 expr inh -13% and A549 tox 1%.
`CCOC(=O)c1ccc(N2C(=O)C3CC=CCC3C2=O)cc1` (centres undefined) gave Nrf2 ARE act 0.4%, S2 tox inactive, Nrf2 block 10%, EPAC2 antag -4%, HepG2 tox 1%, MCF10A rerep 0%, TGFb SMAD3 inh 24%, ATXN2 expr inh 25% and A549 tox 2%.
